# bovine MsrA act = activators of bovine methionine sulfoxide reductase A; AID 602163; 360,000 tested, 0.3% active; activation, % at 10.6 µM; purified bovine MsrA, absorbance read-out; in the data active means activation above about 7.5%;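 further: 0% = vehicle and 100% = reference activator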
# E coli Lon inh = inhibitors of E. coli Lon protease | P0A9M0 | purified E. coli Lon protease, fluorescence polarization | inhibition, % at 7.94 µM | 360,000 tested, 0.42% active; in the data active means inhibition above about 13%, passing the limit was not always enough;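 further: 0% = enzyme with probe and DMSO and 100% = no enzyme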
# Target sequence (P0A9M0 whole entry, looked up): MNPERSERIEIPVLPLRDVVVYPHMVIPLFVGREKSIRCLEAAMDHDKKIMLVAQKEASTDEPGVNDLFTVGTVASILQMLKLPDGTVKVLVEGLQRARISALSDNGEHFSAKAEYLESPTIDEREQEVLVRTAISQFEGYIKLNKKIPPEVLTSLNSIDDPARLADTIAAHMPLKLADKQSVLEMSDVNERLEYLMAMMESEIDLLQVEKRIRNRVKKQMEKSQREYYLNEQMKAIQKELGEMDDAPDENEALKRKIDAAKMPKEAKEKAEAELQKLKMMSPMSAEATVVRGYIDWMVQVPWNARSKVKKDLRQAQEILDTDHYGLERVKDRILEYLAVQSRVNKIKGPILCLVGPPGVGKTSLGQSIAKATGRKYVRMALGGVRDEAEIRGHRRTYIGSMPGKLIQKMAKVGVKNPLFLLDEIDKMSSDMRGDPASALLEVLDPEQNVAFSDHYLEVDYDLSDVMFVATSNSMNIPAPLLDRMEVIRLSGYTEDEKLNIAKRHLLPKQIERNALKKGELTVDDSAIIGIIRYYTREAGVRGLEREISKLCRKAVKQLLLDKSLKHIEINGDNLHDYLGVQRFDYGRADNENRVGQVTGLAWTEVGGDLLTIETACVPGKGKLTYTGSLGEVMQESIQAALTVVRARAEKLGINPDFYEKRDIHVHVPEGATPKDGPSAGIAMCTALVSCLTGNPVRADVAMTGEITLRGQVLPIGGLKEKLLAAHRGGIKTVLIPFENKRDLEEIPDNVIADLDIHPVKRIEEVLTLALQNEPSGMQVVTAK
# SKN-1 block = blocks SKN-1 activity in C. elegans. C. elegans VP596 Pgst-4::GFP/RFP ratio, acrylamide-induced, 24 h. 360,000 tested, 0.49% active. inhibition, % at 21.8 µM;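 active means interference check ratio from 0.5 to 1.5 plus GFP to RFP signal ratio inhibition reaching or exceeding a fixed threshold, cut at about 30% in these data, passing the limit was not always enough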; further: some compounds called inactive have numbers as strong as hits
# CendR NRP1 mod = NRP-1/CendR interaction modulation; 360,000 tested, 0.85% active; FAM-RPARPAR peptide binding to NRP-1, fluorescence polarization; O14786; inhibition, % at 25 µM;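 active means inhibition or corrected inhibition above about 18%, plus a signal ratio from 0.5 to 1.5, limit read from the data, passing the limit was not always enough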; further: strong numbers were not always called active
# FAS-TE inh = blocks the thioesterase domain of human fatty acid synthase. P49327. inhibition, % at 15 µM. recombinant FAS-TE, OMFH fluorogenic substrate, fluorescence endpoint. 360,000 tested, 0.67% active;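 active means compounds whose normalised, plate-corrected inhibition of enzyme fluorescence in the single-dose primary screen is 50% or more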;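 further: 0% = DMSO with enzyme and 100% = substrate without enzyme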
# Neddylation inh = inhibitors of human cullin neddylation; calls only at 25 µM; P61081+Q13564; TR-FRET cullin neddylation, biochemical; 360,000 tested, 0.58% active; in the data active means inhibition above about 36%
# MsrA inh = bovine MsrA inhibition; purified bovine MsrA, absorbance read-out; inhibition, % at 15.5 µM; 360,000 tested, 0.75% active; in the data active means inhibition above about 4.5%;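 further: 0% = vehicle wells with enzyme and 100% = reference inhibitor wells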
# MT1-MMP act inh = MT1-MMP (human) activation inhibition | 360,000 tested, 0.061% active | GFP/RFP ratio change, % at 20 µM | AID 651647 | P50281 | HT1080 RFP-PRO-GFP cells, GFP/RFP ratio fluorescence, overnight; percent of plate control window, DMSO zero;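 active means GFP/RFP ratio change of at least 30% with cell ATP level not reduced by more than half and red fluorescence within 50% of control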; further: strong numbers were not always called active
#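 Assay system: HT1080 RFP-PRO-GFP cells. Benchmarks: DMSO vehicle wells and RFP-L50D-GFP reporter cell wells. Times: overnight cell settling, then overnight compound exposure, 37 °C, 5% CO2. Compound: 20 µM single dose, 1% DMSO. Read-out basis: GFP/RFP fluorescence ratio.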
# Rin1 Abl inh = human Rin1-Abl interaction inhibition; P00519+Q13671; TR-FRET Rin1/Abl binding, biochemical; inhibition, % at 7.35 µM; 360,000 tested, 0.4% active; AID 588664; in the data active means inhibition above about 5%, passing the limit was not always enough
# Numbers without * were called inactive; i = inactive; nt = not tested or not shown.
# Results follow in this order: bovine MsrA act	E coli Lon inh	SKN-1 block	CendR NRP1 mod	FAS-TE inh	Neddylation inh	MsrA inh	MT1-MMP act inh	Rin1 Abl inh
> Cc1ccc(-n2c(SCC(=O)NCCN3C(=O)CSC3=O)nnc2-c2ccccc2F)cc1
    -1	7	7	4	-5	i	-0.5	0	4
> CCNC(=S)NNC(=O)c1csc(C(C)C)c1
    -1	1	27	8	-6	i	-1.3	-1	-2
> CCOCCCNC(=O)C(NC(=O)c1ccc(NC(C)=O)cc1)c1ccccc1 (configuration not stated)
    1	1	9	10	-7	i	-0.9	2	-1
> CC(=O)N1c2ccc(S(=O)(=O)N3CCC(C(=O)Nc4ncccc4C)CC3)cc2CC1C (configuration not stated)
    -1	-4	15	-4	-6	i	0.3	-1	0
> O=C(CCn1c(=O)sc2ccccc21)NCc1ccc2c(c1)OCO2
    -3	0	14	8	0	i	2.9	6	-6
> COC(=O)c1c(NC(=O)CN2C(=O)C(=O)N(CC(C)C)C2=O)sc(C)c1C
    -6	-1	-1	9	8	i	0.8	-3	0
> O=C(NC(=S)Nc1ccc(CN2CCOCC2)cc1)c1cc2ccccc2o1
    -8	5	1	11	-1	i	1.0	7	-5
> O=C(Nc1cnc2ccccc2c1)C1COc2ccccc2O1 (configuration not stated)
    -1	1	0	1	-3	i	-0.1	0	-5
> COCCN1C(=O)c2ccc(C(=O)Nc3nccs3)cc2C1=O
    -5	-6	7	5	-4	i	0.8	-2	0
> CCOc1ccccc1N(C(=O)c1snc(C(N)=O)c1N)C(C(=O)NC1CCCC1)c1ccco1 (configuration not stated)
    -2	-6	0	-7	3	i	-0.1	-4	-2
> Cc1ccc(S(=O)(=O)N2CCOCC2)cc1NC(=O)COC(=O)C1CCC1
    1	0	-3	25	-5	i	-0.9	1	0
> Cc1cc(C)cc(OCC(=O)Nc2cc(C)on2)c1
    -3	4	0	1	-1	i	-0.5	5	2
> Cc1cc(C)c2nc(SCCC#N)nc(C)c2c1
    0	-4	23	-7	-2	i	-0.2	-2	-7
> Cn1c(Cn2c(=O)sc3ccccc32)nnc1SCc1ccccc1
    1	-3	-2	-1	-1	i	0.3	0	0
> O=C(C(=O)c1cc(Br)ccc1O)c1cc(Br)ccc1O
    -5	-8	3	-9	4	i	0.8	0	0
> O=C(CC1Nc2ccccc2NC1=O)NCC1COc2ccccc2O1 (configuration not stated)
    -3	1	-14	-40	-3	i	nt	1	5
> Cc1ccc(-c2cc(C(F)F)n3ncc(C(=O)N4CCCCC4c4cccnc4)c3n2)cc1 (configuration not stated)
    -2	7	-6	8	24	nt	0.7	-3	-1
> COc1ccccc1NC(=O)N1CCN(c2cc(-c3ccccc3)nc3ncnn23)CC1
    -4	-9	4	-5	-2	i	nt	6	1
> O=C1OC(c2ccc(Br)cc2)=N/C1=C\N1CCCCC1
    -4	-4	-31	2	8	i	-0.2	-3	2
> CCCc1cc(=O)[nH]c(SCC(=O)NN(c2ccccc2)c2ccccc2)n1
    -1	12	1	5	-1	i	1.1	6	-2

# Four neighbouring entries already listed, quoted:
# Results follow in this order: bovine MsrA act	E coli Lon inh	SKN-1 block	CendR NRP1 mod	FAS-TE inh	Neddylation inh	MsrA inh	MT1-MMP act inh	Rin1 Abl inh
> Cc1ccc(-c2cc(C(F)F)n3ncc(C(=O)N4CCCCC4c4cccnc4)c3n2)cc1 (configuration not stated)
    -2	7	-6	8	24	nt	0.7	-3	-1
> COc1ccccc1NC(=O)N1CCN(c2cc(-c3ccccc3)nc3ncnn23)CC1
    -4	-9	4	-5	-2	i	nt	6	1
> O=C1OC(c2ccc(Br)cc2)=N/C1=C\N1CCCCC1
    -4	-4	-31	2	8	i	-0.2	-3	2
> CCCc1cc(=O)[nH]c(SCC(=O)NN(c2ccccc2)c2ccccc2)n1
    -1	12	1	5	-1	i	1.1	6	-2

# Carrying on.
# Results follow in this order: bovine MsrA act	E coli Lon inh	SKN-1 block	CendR NRP1 mod	FAS-TE inh	Neddylation inh	MsrA inh	MT1-MMP act inh	Rin1 Abl inh
> COc1ccccc1-c1cc(C(=O)N2CCN(c3ccc(F)cc3)CC2)no1
    -1	-2	4	-12	27	i	0.6	-1	0
> Nc1ccc(-c2c3ccc(=O)cc-3oc3cc(O)ccc23)c(C(=O)O)c1
    -6	-255	-128	143	-137	i	nt	-103	-23
> CCCCCC(=O)N1C[C@@H](O)[C@H](n2cc(COC(=O)c3ccccc3)nn2)C[C@@H]1c1ccc(OC)cc1
    1	-4	15	-9	-4	i	-0.2	-2	2
> COc1ccc(CNC(=O)c2ccc(-c3ccccc3)cc2)cc1OC
    -2	-14	-4	-1	-2	i	-0.1	-2	4
> O=C(CCCN1C(=O)/C(=C/c2ccccc2Cl)SC1=S)NNC(=O)c1cccnc1
    -5	17	-14	-9	28	i	1.1	2	-6
> CCC(Oc1ccccc1)C(=O)N1CCC(C(N)=O)CC1 (configuration not stated)
    -2	-1	-14	-8	-8	i	0.4	5	-1
> Cc1ccc(S(=O)(=O)N2CCCC(C(=O)NC3CCCC3)C2)cc1Cl (configuration not stated)
    -7	1	-10	-2	2	i	0.2	2	1
> CCOC(=O)C1CC=C(Cl)CC1C(=O)Nc1nccs1 (configuration not stated)
    -3	-3	-7	6	-5	i	-0.7	-2	0
> Cc1c(Cl)cnc(NC(=O)COC(=O)CCC(=O)c2cccs2)c1Cl
    -11	6	13	-5	1	i	0.1	-6	6
> O=C(Nc1cn(-c2ccccc2)nc1-c1ccccc1)c1ccccc1
    -5	-3	2	11	27	i	-1.0	-2	0
> CSCc1cc(C(=O)NC2CC2)c(N)s1
    nt	nt	11	-46	nt	i	1.8	2	nt
> Cc1ccc(-n2cc(C(=O)O)c(=O)cc2C)c(C)c1
    -3	-1	1	9	-7	i	0.9	1	-2
> CC1CC(C)CN(S(=O)(=O)c2cccc(C(=O)N3C(=O)c4cccc(N)c4C3=O)c2)C1 (configuration not stated)
    -2	9	3	-10	2	nt	0.5	1	-7
> CC(C)(C)c1[nH]nc2c1C(c1ccc(OC(=O)c3ccco3)cc1)C(C#N)=C(N)O2 (configuration not stated)
    -3	-9	9	-8	9	i	-0.7	-2	-1
> OCCC1CN(Cc2ccon2)CCN1CCc1ccccc1 (configuration not stated)
    -12	5	1	10	0	i	0.3	1	4
> CN(Cc1ccncc1)C(=O)[C@@H]1CCCN1C(=O)[C@@H]1CCCN1
    -10	0	-2	-5	-17	i	0.5	-6	nt
> Cc1cc(C)c(S(=O)(=O)n2cnc3ccccc32)c(C)c1
    -2	0	-10	-3	-8	i	-0.1	2	0
> CCOC(=O)N1CCN(C(=O)c2cc(OCC)c(OCC)c(OCC)c2)CC1
    -12	-8	-23	2	-11	i	0.2	0	2
> Cc1ccc(C(=O)n2nc(-n3cccc3)c3c(C)cc(C)nc32)cc1
    -1	-4	2	5	16	i	-0.2	4	1
> Cc1cc(C)cc(NCc2cc(=O)oc3cc(-c4ccccc4)c(O)cc23)c1
    -5	-3	1	-3	-2	i	0.9	7	-2
> O=C(Nc1ccc2oc(-c3ccncc3)nc2c1)c1ccc(F)cc1
    -3	-2	11	0	0	nt	0.5	0	-1
> Cc1ccc(S(=O)(=O)NCCN2CCN(S(=O)(=O)c3ccccc3Cl)CC2)cc1
    -7	8	2	5	6	i	-0.6	-2	1
> S=C(/N=c1/sccn1Cc1ccccc1)NC1CC1
    -6	0	34	0	-6	i	4.4	-1	0
> CC(=O)c1c(C)nc2ccc(Br)cc2c1C(=O)O
    -2	-4	-5	-8	-2	i	-0.5	-1	-1
> O=C(CN1CCN(c2ccccc2)CC1)Nc1nnc(-c2ccccc2)s1
    -2	11	22	7	0	i	1.4	2	-5
> O=C(Nc1cccc(F)c1)c1ccc(Br)o1
    -4	-8	24	6	-3	i	-0.2	6	4
> COc1cccc(NC(=O)Nc2nc(SC)ns2)c1
    -10	-6	4	-2	-3	i	-0.5	2	0
> NC(=O)c1cccc([N+](=O)[O-])c1
    -2	5	0	-5	-2	i	0.6	3	0
> COc1ccc(N2C(=O)C3CCCN3C2c2ccccc2F)cc1 (configuration not stated)
    -5	-3	2	-6	-1	i	-0.5	-2	1
> Cc1cc(C)n(-c2nc(NCCCN(C)C)c3c4c(sc3n2)COC(C)(C)C4)n1
    -6	5	-2	0	-8	i	1.1	-5	-1
> Nc1nc(-c2ccco2)nn1C(=O)c1ccc(Cl)cc1
    -1	2	-12	-10	9	i	0.2	-1	4
> COc1ccc(-n2c(C)c3c(OC)cccc(=O)c3c2C)cc1
    -3	-1	3	-28	-3	i	1.4	-25	0
> COCC(=O)NC1CCCCCC1
    -2	3	0	3	-12	i	-0.5	4	-4
> O=C(O)c1cc(NN=Nc2cccc(S(=O)(=O)O)c2)cc([N+](=O)[O-])c1
    -5	2	6	-12	-4	i	1.9	-5	-3
> O=C(O)c1cccc(NC(=S)NC(=O)c2ccc3ccccc3c2)c1
    -2	-2	4	-12	1	i	2.1	-1	-1
> CC(C)Oc1ccc(CNC(=S)N/N=C/c2cccnc2)cc1
    -7	-3	9	9	40	i	0.8	3	-2
> CC(=O)c1ccc2c(c1)C1C=CCC1C(c1ccc(S(=O)(=O)N3CCOCC3)cc1)N2 (configuration not stated)
    -2	-2	-2	12	6	i	0.8	5	-2
> CCCCN(CC)S(=O)(=O)c1ccc(C(=O)Nc2nnc(-c3ccccc3Cl)o2)cc1
    -1	-6	9	2	3	i	nt	-2	-2
> CCn1c(SCC(=O)Nc2sc3c(c2C(N)=O)CCC(C)C3)nnc1-c1ccco1 (configuration not stated)
    -7	-7	-11	-52	-9	i	0.4	-3	1
> C[C@H](NC(=O)c1nc[nH]c1C(=O)NCCCCCNC(=O)OC(C)(C)C)C(=O)OC(C)(C)C
    1	-3	11	9	2	i	-0.3	2	1
> O=C(Nc1ccccn1)c1ccc2ccccc2n1
    -4	18	-2	2	-3	i	-0.4	3	-3
> CCN(CC)c1ccc2c(Cl)c(Br)c(=O)oc2c1
    -9	-48	-27	121	12	i	nt	-167	-3
> CC(C)=CC(=O)N1CCC(N2CCC(C(=O)N3CCOCC3)CC2)CC1
    -4	-19	9	-11	0	i	-1.0	2	-1
> CC(C)[C@H](NC(=O)c1ccccc1F)C(=O)NC1CCCCCCC1
    -9	-9	-19	3	1	i	-1.6	-4	2
> CSCC[C@H](NC(=O)[C@@H]1CSC2c3ccccc3C(=O)N21)C(=O)NC1CCCC1 (some centres not stated)
    -3	-1	21	4	-6	i	0.1	1	2
> COc1ccc(-c2nn(-c3ccccc3)cc2C(N)=O)cc1OC
    -5	-10	4	7	-2	i	-0.6	1	-3
> COCC(C)n1c(C)cc(C(=O)COC(=O)CNC(=O)c2ccccc2)c1C (configuration not stated)
    -4	2	-7	1	-7	i	-0.3	-1	-1
> O=C(N/N=C/c1ccccc1O)c1ccc2c(c1)OCO2
    -5	2	1	6	2	i	2.1	-4	2
> COc1ccccc1NC(=O)N(O)C1(C#N)CCCCC1
    0	0	3	-7	-6	i	0.2	4	6
> COc1ccccc1N1CCN(C2CCCN(C(=O)CCC(=O)N(C)C)C2)CC1 (configuration not stated)
    -3	-9	16	3	-3	i	1.4	-2	6

# (further entries)
# Results follow in this order: bovine MsrA act	E coli Lon inh	SKN-1 block	CendR NRP1 mod	FAS-TE inh	Neddylation inh	MsrA inh	MT1-MMP act inh	Rin1 Abl inh
> Cc1ccnc(OC(C(=O)O)C(OCCc2ccccc2)(c2ccccc2)c2ccccc2)n1 (configuration not stated)
    -2	9	13	13	0	i	0.5	-4	-3
> COc1ccccc1CN(C)C(=O)c1cc(-c2cc(OC)c(OC)c(OC)c2)nc2ccccc12
    -5	7	9	4	22	nt	1.6	-3	-2
> CCC(=O)Nc1ccc(N2CCCCC2)c(C(=O)Nc2ccccc2C)c1
    -2	-3	0	-3	1	i	0.5	3	2
> CCC(=O)NCCc1nc(-c2ccccc2)no1
    -4	-18	0	-11	-9	i	0.3	2	2
> CCC1NC(=O)c2cc3ccccc3cc2-n2c1nc1ccc(F)cc1c2=O (configuration not stated)
    -3	1	9	12	0	i	-0.4	0	4
> Cc1cccc(NC(=O)CC2NCCNC2=O)c1 (configuration not stated)
    -1	-4	11	-2	-8	i	0.1	1	-1

# Assay outcomes from PubChem BioAssay.
